High-throughput results as filed in PubChem BioAssay.
HTR1E agonist: activates the human 5-HT1E serotonin receptor; P28566; CHO 5-HT1E Ga15 NFAT-bla reporter, FRET; 0% DMSO wells, 100% control agonist wells; activation, % at 6 µM; actives 0.69% (n = 65,000); AID 574;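 active = activation above a set limit, the screen-wide mean activation plus 3 SD, cut at about 8.5% in these data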;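 also: 100% = positive control agonist at 1 µM giving full maximal response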
M1 ag: agonists of M1 muscarinic receptor | CHO-M1 cells, Fluo-4 calcium fluorescence, agonist mode; active compounds read high | actives 3% (n = 64,000) | B-score at 10 µM | AID 626;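 active = fluorescence rise, raw or as B-score row- and column-corrected plate score, outside the 99.7% band of its plate's samples, either direction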
5HT1E antag: 5-HT1E (human) receptor antagonism; P28566; inhibition, % at 6 µM; CHO 5-HT1E Ga15 NFAT-bla reporter, FRET, antagonist; actives 0.99% (n = 65,000);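 active = inhibition above a set limit, the mean inhibition across every tested compound plus 3 SD, cut at about 29% in these data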;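 also: signal is the 460 over 535 nm emission ratio of beta-lactamase substrate; 0% = agonist plus DMSO wells and 100% = wells without agonist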
S1P1 ag-PAM: agonists and agonism potentiators of human S1P1 receptor. P21453. S1P1 CRE-bla cells, forskolin, beta-lactamase FRET, potentiator mode; S1P1 agonist co-added at EC20, 2 nM; 100% = saturating reference agonist, 0% = basal. activation, % at 9.5 µM. actives 0.57% (n = 56,000);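 active = activation above a cutoff set at the mean activation of all tested compounds plus 3 SD, cut at about 54% in these data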;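 also: forskolin at 4 µM as EC80 and the EC20 agonist is SEW2871; 100% = SEW2871 at its EC100 plus forskolin at EC80; some compounds past the cut are filed as inactive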
M1 antag: antagonists of rat M1 muscarinic receptor; CHO-M1 cells, Fluo-4 calcium, ACh EC80 antagonist mode; active compounds read low; B-score at 10 µM; actives 3.4% (n = 64,000);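 active = calcium fluorescence response, raw or row-and-column corrected B-score, differing from the plate sample mean either way at a set confidence level, mostly lower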
Target sequence (P08482 whole entry, looked up): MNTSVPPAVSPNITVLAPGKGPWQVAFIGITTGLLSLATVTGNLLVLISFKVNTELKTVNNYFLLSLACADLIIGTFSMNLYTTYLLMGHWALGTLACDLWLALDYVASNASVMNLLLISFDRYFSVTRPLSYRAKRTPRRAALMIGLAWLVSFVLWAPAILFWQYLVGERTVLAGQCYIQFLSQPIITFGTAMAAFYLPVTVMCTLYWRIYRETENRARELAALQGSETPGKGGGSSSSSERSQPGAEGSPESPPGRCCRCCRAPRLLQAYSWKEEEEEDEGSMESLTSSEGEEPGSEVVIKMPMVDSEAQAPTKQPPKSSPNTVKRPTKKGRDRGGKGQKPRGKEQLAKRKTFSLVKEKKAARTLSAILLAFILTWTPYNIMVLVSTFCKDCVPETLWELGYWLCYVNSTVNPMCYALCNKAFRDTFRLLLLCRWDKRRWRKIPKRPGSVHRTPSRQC
HTR1A agonist: activates the human 5-HT1a serotonin receptor | CHO 5-HT1a Ga15 NFAT-bla reporter, FRET ratio; 0% basal, 100% maximal reference agonist | P08908 | AID 567 | activation, % at 10 µM | actives 0.56% (n = 65,000);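 active = activation above the screen-wide mean activation plus 3 SD, cut at about 19% in these data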;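 also: 0% = DMSO wells and 100% = 5-CT at EC100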
Target sequence (P08908 whole entry, looked up): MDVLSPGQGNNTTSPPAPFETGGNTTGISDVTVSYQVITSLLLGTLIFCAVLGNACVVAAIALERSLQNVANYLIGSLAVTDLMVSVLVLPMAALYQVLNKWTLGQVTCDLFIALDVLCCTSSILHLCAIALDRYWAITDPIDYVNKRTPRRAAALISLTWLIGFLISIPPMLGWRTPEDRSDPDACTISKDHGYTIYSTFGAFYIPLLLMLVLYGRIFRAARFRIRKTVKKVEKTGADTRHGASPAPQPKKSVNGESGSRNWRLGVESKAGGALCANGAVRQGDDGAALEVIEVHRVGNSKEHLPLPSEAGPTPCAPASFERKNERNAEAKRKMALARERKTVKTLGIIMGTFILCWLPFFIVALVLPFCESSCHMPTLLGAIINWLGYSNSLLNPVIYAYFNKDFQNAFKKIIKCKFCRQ
Jurkat viability: cytotoxic compounds reducing Jurkat cell viability; actives 1.2% (n = 56,000); Jurkat E6.1 viability, ATP luminescence, 48 h; inhibition, % at 4 µM;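 active = inhibition above the mean inhibition of all tested compounds plus 3 SD, cut at about 28% in these data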
5HT1a antag: 5-HT1a (human) receptor antagonism. P08908. inhibition, % at 10 µM. AID 612. CHO 5-HT1a Ga15 NFAT-bla reporter, antagonist mode. actives 0.68% (n = 62,000);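 active = inhibition above the mean of all tested compounds plus 3 SD, cut at about 43% in these data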;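 also: receptor stimulated by 5-CT agonist at 100 nM near EC80; beta-lactamase reporter measured by ratiometric fluorescence of a cleavable substrate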
S1P3 agonist: S1P3 (human) receptor agonism; Q99500; S1P3 NFAT-BLA reporter cells, FRET ratio; relative to 1 µM S1P, basal subtracted; activation, % at 4.5 µM; actives 0.1% (n = 60,000); AID 373;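 active = activation above the screen-wide mean plus 3 SD, cut at about 4.5% in these data, passing the limit was not always enough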; also: some compounds called inactive have numbers as strong as hits
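Material: Human S1P3 NFAT-BLA reporter CHO cells | Incubation: Overnight plating, 4 h compound 37 °C, 2 h substrate RT | Signal: FRET β-lactamase substrate fluorescence, excitation 405 nm, 460/535 nm emission ratio, background-subtracted | Compound: 4.5 µM final, single dose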
Active calls of the source: *. The order is random, and some 8.9% of all compounds hit somewhere here.

For Cc1cccn2c(=O)c3cc(C(=O)N4COCC4(C)C)n(C)c3nc12 the results were HTR1E agonist 0.7, M1 ag 0.44, 5HT1E antag 8, S1P1 ag-PAM -61, M1 antag -0.59, HTR1A agonist 1.1, Jurkat viability 2, 5HT1a antag -13 and S1P3 agonist 7.9.
COc1ccc(NC(=O)CSc2nnc(Cc3cccn3C)n2-c2ccc(C)cc2)cc1OC was read as HTR1E agonist -0.1, M1 ag -0.31, 5HT1E antag 9, S1P1 ag-PAM -35, M1 antag -0.015, HTR1A agonist -1.1, Jurkat viability 2, 5HT1a antag -16 and S1P3 agonist -0.7.
Screening COc1ccccc1Cn1nnc2c(=O)[nH]c(C3CCN(C(=O)c4ccc(C)cc4)CC3)nc21 returned HTR1E agonist 0.3, M1 ag -0.17, 5HT1E antag 13, S1P1 ag-PAM 5, M1 antag 0.35, HTR1A agonist -0.8, Jurkat viability 3, 5HT1a antag 4 and S1P3 agonist -1.5.
Screening CCOC(=O)C1CCN(C(=O)COc2ccc(S(=O)(=O)NC(C)C)cc2)CC1 returned HTR1E agonist -0.2, M1 ag -0.027, 5HT1E antag 2, S1P1 ag-PAM 36, M1 antag 0.048, HTR1A agonist 0.8, Jurkat viability -5, 5HT1a antag -5 and S1P3 agonist 1.0.
Screening CC(C)Oc1ccc(-c2nn(-c3ccccc3)cc2/C=c2\sc3ncnn3c2=O)cc1 returned HTR1E agonist 0.7, M1 ag 33*, 5HT1E antag -8, S1P1 ag-PAM -8, M1 antag -0.8, HTR1A agonist 1.8, Jurkat viability 0, 5HT1a antag -25 and S1P3 agonist 0.1.
Screening CC1CN(c2nc3ccccc3nc2C(C#N)C(=O)OC2CCCCC2)CC(C)O1 (configuration not stated) returned HTR1E agonist 0.6, M1 ag 38*, 5HT1E antag 10, S1P1 ag-PAM 36, M1 antag -0.11, HTR1A agonist -1.9, Jurkat viability 8, 5HT1a antag 8 and S1P3 agonist -0.6.
Screening Cc1csc(NC(=O)c2c(O)c3cccc4c3n(c2=O)CCC4)n1 returned HTR1E agonist 0.0, M1 ag -0.31, 5HT1E antag -1, S1P1 ag-PAM -20, M1 antag -0.068, HTR1A agonist -3.1, Jurkat viability 2, 5HT1a antag -8 and S1P3 agonist -0.9.
Screening COc1ccc(C2CC(=O)c3cnc(N)nc3C2)c(OC)c1 (configuration not stated) returned HTR1E agonist 0.4, M1 ag -0.021, 5HT1E antag 3, S1P1 ag-PAM 9, M1 antag 0.97, HTR1A agonist -3.2, Jurkat viability -4, 5HT1a antag -5 and S1P3 agonist 0.3.
`Oc1ccc2c(c1)C1CCCC1(N1CCOCC1)O2` (configuration not stated) gave HTR1E agonist -0.4, M1 ag -0.94, 5HT1E antag 0, S1P1 ag-PAM -12, M1 antag -2, HTR1A agonist -2.5 and S1P3 agonist -3.2.
Screening CCC(=O)Nc1ccc2c(c1)ncn2-c1ccccc1OC returned HTR1E agonist -1.0, M1 ag -0.16, 5HT1E antag 5, S1P1 ag-PAM 8, M1 antag 0.092, HTR1A agonist -1.4, Jurkat viability 6, 5HT1a antag 15 and S1P3 agonist -0.8.
For O=C(O)c1cccc2c1C(=O)N(Cc1ccncc1)C2 the results were HTR1E agonist -1.4, M1 ag -0.82, 5HT1E antag -10, S1P1 ag-PAM -17, M1 antag 0.89, HTR1A agonist -1.1, Jurkat viability -7, 5HT1a antag 1 and S1P3 agonist 0.0.
Screening Cn1c(CSc2ccccc2)c(C#N)c2ccccc21 returned HTR1E agonist 0.5, M1 ag -0.74, 5HT1E antag 15, S1P1 ag-PAM 9, M1 antag 0.095, HTR1A agonist -1.0, Jurkat viability -7, 5HT1a antag 4 and S1P3 agonist 0.9.
COc1ccc(CCNc2nc3c(c(=O)n(C)c(=O)n3C)n2C)cc1OC was read as HTR1E agonist -0.4, M1 ag -0.019, 5HT1E antag -5, S1P1 ag-PAM -17, M1 antag 0.042, HTR1A agonist -0.3 and S1P3 agonist -0.5.
CCc1ccccc1-n1c(SCC(=O)N2CCCC2)nnc1-c1ccccn1 was read as HTR1E agonist -0.3, M1 ag 0.2, 5HT1E antag -1, S1P1 ag-PAM 0, M1 antag -0.24, HTR1A agonist -0.9, Jurkat viability 0, 5HT1a antag -8 and S1P3 agonist -0.4.
`COc1nc(N2CCCC2)nc(-n2cc(-c3ccccc3)nn2)n1` gave HTR1E agonist 0.7, M1 ag 0.7, 5HT1E antag 0, S1P1 ag-PAM 6, M1 antag 0.22, HTR1A agonist -2.9, Jurkat viability 0, 5HT1a antag -8 and S1P3 agonist -0.6.
Screening CCCNC(=O)CS(=O)Cc1nc(-c2ccccc2C)oc1C (configuration not stated) returned HTR1E agonist -0.6, M1 ag 0.0098, 5HT1E antag -13, S1P1 ag-PAM -12, M1 antag -0.23, HTR1A agonist -0.6, Jurkat viability -4, 5HT1a antag 2 and S1P3 agonist -0.3.
O=C(CSc1nnc(-c2cccnc2)n1-c1ccccc1)Nc1ccc2c(c1)OCO2 was read as HTR1E agonist 0.7, M1 ag -1.2, 5HT1E antag 16, S1P1 ag-PAM -15, M1 antag 0.028, HTR1A agonist -1.8, Jurkat viability -2, 5HT1a antag 2 and S1P3 agonist -1.0.
For O=C(CN1CCN(C(=O)c2ccco2)CC1)Nc1cc(C(F)(F)F)ccc1Cl the results were HTR1E agonist 0.4, M1 ag -0.47, 5HT1E antag -6, S1P1 ag-PAM 7, M1 antag 0.16, HTR1A agonist 0.2, Jurkat viability -5, 5HT1a antag 9 and S1P3 agonist -1.3.
Screening COc1ccc(OC)c(NC(=O)c2cnc3ccccn3c2=O)c1 returned HTR1E agonist -1.7, M1 ag 0.18, 5HT1E antag -5, S1P1 ag-PAM -4, M1 antag -0.54, HTR1A agonist -1.6, Jurkat viability 0, 5HT1a antag -13 and S1P3 agonist 0.4.
Screening COc1cccc(C(c2nnnn2CCc2ccccc2)N2CCN(c3ccccc3)CC2)c1OC (configuration not stated) returned HTR1E agonist 0.5, M1 ag -0.023, 5HT1E antag -15, S1P1 ag-PAM 13, M1 antag -0.024, HTR1A agonist 1.2, Jurkat viability 7, 5HT1a antag 37 and S1P3 agonist -0.6.
For Cc1cccc(CN2CCN(CC(=O)NCCCN3CCCC3=O)C2=O)c1 the results were HTR1E agonist -0.8, M1 ag -0.29, 5HT1E antag -1, S1P1 ag-PAM -9, M1 antag 0.12, HTR1A agonist 0.8, Jurkat viability 3, 5HT1a antag -1 and S1P3 agonist -0.4.
Screening C=CCn1c(COc2cccc(C)c2)nnc1SCC(=O)NC(=O)NCc1ccco1 returned HTR1E agonist -0.7, M1 ag -0.11, 5HT1E antag 14, S1P1 ag-PAM 12, M1 antag -0.011, HTR1A agonist -2.0, Jurkat viability -4, 5HT1a antag 26 and S1P3 agonist -0.6.
For Cn1c(=O)[nH]c(=O)c2[nH]c(CN3CCN(Cc4ccccc4)CC3)nc21 the results were HTR1E agonist 0.6, M1 ag 0.91, 5HT1E antag -12, S1P1 ag-PAM -20, M1 antag 2, HTR1A agonist 1.3, Jurkat viability -5, 5HT1a antag 0 and S1P3 agonist 1.1.
CCC(C)(NC(=O)c1ccccn1)C(=O)NC1CCCCC1 (configuration not stated) was read as HTR1E agonist -1.0, M1 ag 0.061, 5HT1E antag -9, S1P1 ag-PAM -20, M1 antag -3.4*, HTR1A agonist 0.4, Jurkat viability 0, 5HT1a antag -13 and S1P3 agonist -0.4.
For CC(C)C(c1nnnn1Cc1ccc(F)cc1)N1CCN(Cc2ccc3c(c2)OCO3)CC1 (configuration not stated) the results were HTR1E agonist -0.5, M1 ag 0.92, 5HT1E antag 5, S1P1 ag-PAM 12, M1 antag -0.71, HTR1A agonist 1.6, Jurkat viability 3, 5HT1a antag 16 and S1P3 agonist -0.6.
N#Cc1nc(-c2cccs2)oc1N1CCN(Cc2ccccc2)CC1 was read as HTR1E agonist 0.1, M1 ag 0.007, 5HT1E antag -2, S1P1 ag-PAM 9, M1 antag 0.19, HTR1A agonist 0.0, Jurkat viability 2, 5HT1a antag -4 and S1P3 agonist -0.6.
COc1ccc(S(=O)(=O)N2CN(Cc3ccco3)c3nc4ccccc4nc32)cc1 was read as HTR1E agonist -1.3, M1 ag -0.12, 5HT1E antag 3, S1P1 ag-PAM -23, M1 antag 0.027, HTR1A agonist 0.0, Jurkat viability 5, 5HT1a antag 22 and S1P3 agonist 0.7.
CCN(CC)C(=O)CN1C(=O)C2(OCC(C)(c3ccccc3)CO2)c2ccccc21 (configuration not stated) was read as HTR1E agonist 1.1, M1 ag -1, 5HT1E antag -14, S1P1 ag-PAM -4, M1 antag 0.31, HTR1A agonist 5.5, Jurkat viability 12, 5HT1a antag -16 and S1P3 agonist -0.4.
COc1ccccc1NC(=O)c1ccc(COc2ccccc2OC)o1 was read as HTR1E agonist -1.2, M1 ag 0.35, 5HT1E antag 0, S1P1 ag-PAM 7, M1 antag -0.41, HTR1A agonist -0.6, Jurkat viability -2, 5HT1a antag -2 and S1P3 agonist 1.3.
`COc1ccc(CC(=O)Nc2cc(Cl)ccc2O)cc1` gave HTR1E agonist 0.5, M1 ag 0.17, 5HT1E antag -8, S1P1 ag-PAM -7, M1 antag -0.16, HTR1A agonist -0.2, Jurkat viability 0, 5HT1a antag -1 and S1P3 agonist 0.8.
COc1ccccc1CNC(=O)CC(NS(=O)(=O)c1ccc(C)cc1)c1ccco1 (configuration not stated) was read as HTR1E agonist 0.1, M1 ag 0.88, 5HT1E antag -4, S1P1 ag-PAM -3, M1 antag -0.043, HTR1A agonist -2.4, Jurkat viability -5, 5HT1a antag -17 and S1P3 agonist 0.3.
O=C(NCC12CC3CC(CC(C3)C1)C2)c1cc2n(n1)C(C(F)(F)F)CC(c1ccco1)N2 (configuration not stated) was read as HTR1E agonist 1.5, M1 ag 0.031, 5HT1E antag -5, S1P1 ag-PAM -37, M1 antag -0.17, HTR1A agonist 6.0, Jurkat viability 3, 5HT1a antag -10 and S1P3 agonist -0.9.
Cc1c(O)c(CN2CCCCC2)cc2c3c(c(=O)oc12)CCC3 was read as HTR1E agonist 0.5, M1 ag 0.0079, 5HT1E antag 2, S1P1 ag-PAM -8, M1 antag -0.17, HTR1A agonist 3.3 and S1P3 agonist -2.2.
Screening CCCCC(c1nnnn1CCOC)N1CCN(C(=O)c2ccco2)CC1 (configuration not stated) returned HTR1E agonist 1.1, M1 ag 0.69, 5HT1E antag -2, S1P1 ag-PAM 5, M1 antag 0.4, HTR1A agonist -2.8, Jurkat viability -6, 5HT1a antag -6 and S1P3 agonist 0.3.
Screening c1ccn2cc(CSc3nnc4ccccn34)nc2c1 returned HTR1E agonist -0.7, M1 ag -0.27, 5HT1E antag 0, S1P1 ag-PAM 16, M1 antag 0.25, HTR1A agonist -2.7, Jurkat viability 1, 5HT1a antag -15 and S1P3 agonist -0.4.

Three entries from above, ordered by molar mass, high to low.
Cc1c(O)c(CN2CCCCC2)cc2c3c(c(=O)oc12)CCC3 was read as HTR1E agonist 0.5, M1 ag 0.0079, 5HT1E antag 2, S1P1 ag-PAM -8, M1 antag -0.17, HTR1A agonist 3.3 and S1P3 agonist -2.2.
`COc1ccc(CC(=O)Nc2cc(Cl)ccc2O)cc1` gave HTR1E agonist 0.5, M1 ag 0.17, 5HT1E antag -8, S1P1 ag-PAM -7, M1 antag -0.16, HTR1A agonist -0.2, Jurkat viability 0, 5HT1a antag -1 and S1P3 agonist 0.8.
Screening c1ccn2cc(CSc3nnc4ccccn34)nc2c1 returned HTR1E agonist -0.7, M1 ag -0.27, 5HT1E antag 0, S1P1 ag-PAM 16, M1 antag 0.25, HTR1A agonist -2.7, Jurkat viability 1, 5HT1a antag -15 and S1P3 agonist -0.4.
